Assay outcomes (PubChem)
phage Ecoli inh = E. coli growth loss with phage present | inhibition, % at 11.9 µM | growth absorbance | hit rate 0.26% among 360,000 | AID 651602; in the data active means inhibition above about 11%
HTR5A ag = activates human HTR5A in OPRM1-OPRD1 agonist counter-screen; activation, % at 9.3 µM; HTR5A agonist assay, luminescence, cell-based; P47898; hit rate 0.61% among 340,000; in the data active means activation mostly above about 9.5%, no sharp cut-off; inactive means mostly below about 7.6%;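 further: 0% = cells with vehicle only and 100% = reference agonist; strong numbers were not always called active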
Target sequence (P47898 whole entry, looked up): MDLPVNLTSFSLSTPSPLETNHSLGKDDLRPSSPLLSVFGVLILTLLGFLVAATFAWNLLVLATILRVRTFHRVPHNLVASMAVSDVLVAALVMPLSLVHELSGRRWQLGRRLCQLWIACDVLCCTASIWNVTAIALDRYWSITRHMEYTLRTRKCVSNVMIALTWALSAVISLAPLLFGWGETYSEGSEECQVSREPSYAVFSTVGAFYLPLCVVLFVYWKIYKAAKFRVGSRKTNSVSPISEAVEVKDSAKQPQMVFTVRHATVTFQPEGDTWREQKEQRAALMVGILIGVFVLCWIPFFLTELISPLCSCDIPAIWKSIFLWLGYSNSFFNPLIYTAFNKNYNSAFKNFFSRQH
PKA-R1A activ = activators of PKA-R1A complex. P00514+P68181. PKA-R1A dissociation, Cy5-IP20 fluorescence polarization; scaled: DMSO 0%, 113 µM cGMP 100%. activation, % at 11.4 µM. hit rate 0.083% among 340,000. AID 504707;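 active means percent activation above the mean of all tested compounds plus 3 SD, cut at about 19% in these data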;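 further: higher means more PKAc released from R1A so a rise in polarization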
HTR5A inv ag = counter-screen for OPRM1-OPRD1 inverse agonists: human HTR5A inverse agonism. inhibition, % at 9.3 µM. AID 504634. hit rate 0.083% among 340,000. P47898. HTR5A cell line, luminescence; in the data active means inhibition mostly above about 23%, no sharp cut-off; inactive means mostly below about 18%;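 further: 0% = cells with DMSO and 100% = no-cell wells with DMSO; some compounds called inactive have numbers as strong as hits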
SUMO Mot1 rescue = SUMOylation pathway inhibition by Mot1-301 growth rescue; hit rate 1% among 320,000; growth rescue, % at 18.8 µM; S. cerevisiae Mot1-301 growth rescue, ATP luminescence, 38.5C; percent above DMSO median, 100 means doubled; AID 2716;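 active means every valid replicate shows activation above 250% relative to neutral control wells; inactive means the rest, any valid replicate at or below 250%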;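 further: OY570 slx delta 5 strain wells were the positive control but not used for scaling; some compounds called inactive have numbers as strong as hits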
Pemphigus Ab inh = blocks pemphigus antibody binding to human desmoglein-3 | P32926 | DSG3-coupled beads, scFv-anti-DSG3-GFP binding, flow cytometry; stronger effect = lower value | binding (percent of control), % at 10 µM | hit rate 0.48% among 310,000 | AID 588358;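 active means binding more than 3 SD below its plate's average and above zero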; further: some compounds called inactive have numbers as strong as hits
OPRM1-OPRD1 inv = mu-delta opioid heterodimer inverse agonism; P35372+P41143; AID 504357; inhibition, % at 9.3 µM; cell-based MOR-DOR heterodimer luminescence; hit rate 0.21% among 340,000; in the data active means inhibition above about 22%, passing the limit was not always enough;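 further: 0% = cells with DMSO and 100% = wells without cells with DMSO; values of inactives mirror those of a sister screen read the other way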
MOR-DOR ag = OPRM1-OPRD1 heterodimerization agonism. P35372+P41143. cells, luminescence. activation, % at 9.3 µM. hit rate 0.3% among 340,000. AID 504326; in the data active means activation above about 18%;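 further: 0% = vehicle-treated cells and 100% = reference agonist; values of inactives mirror those of a sister screen read the other way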
PfHsp90 yeast 2 = growth inhibition of yeast expressing Plasmodium Hsp90. hit rate 0.32% among 310,000. S. cerevisiae expressing PfHsp90, BacTiter-Glo ATP, 48 h; yeast lacking PDR1 and PDR3 efflux regulators. inhibition, % at 9.4 µM;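 active means every replicate shows inhibition above about 80%, whatever the replicate mean, limit read from the data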;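 further: 0% = DMSO neutral controls and 100% = 20 µM radicicol positive controls; yeast relying on Plasmodium falciparum Hsp90 in place of its own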
AddAB inh = less growth of phage-infected E. coli with AddAB; E. coli expressing H. pylori AddAB, absorbance growth; inhibition, % at 11.9 µM; hit rate 0.29% among 330,000; in the data active means inhibition above about 12%;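 further: 0% = vehicle wells of infected cells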
Ecoli viability = bacterial growth inhibition, counter-screen for AddAB inhibitors | E. coli V3065 growth, OD600 absorbance, 18 h | inhibition, % at 11.9 µM | hit rate 0.27% among 330,000 | AID 449728;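 active means inhibition above the campaign's mean inhibition across all tested compounds plus 3 SD, cut at about 9.9% in these data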;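 further: uninfected addAB+ strain grown without phage in ampicillin broth; 0% = DMSO wells and 100% = ciprofloxacin 0.95 µg/ml wells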
An asterisk follows results filed as active; . = not tested or not shown.

structure	PKA-R1A activ	Ecoli viability	Pemphigus Ab inh	SUMO Mot1 rescue	OPRM1-OPRD1 inv	MOR-DOR ag	phage Ecoli inh	HTR5A ag	HTR5A inv ag	PfHsp90 yeast 2	AddAB inh
S=C(Nc1ccc(Oc2ccccc2)cc1)N(CCCN1CCOCC1)Cc1ccccn1	-5.8	-1.1	117.6	6.6	-17.5	3.7	-1.7	2.9	-7.3	-16.9	3.3
O=C(NC(Cc1c[nH]c2ccccc12)C(=O)N/N=C/c1ccc(Br)cc1)c1cccs1 (stereo unspecified)	-9.6	1.1	100.7	2.9	8.2	-1.7	1.7	6.3	-3.9	-7.7	2.8
Cc1nn(-c2ccc(F)cc2)c(Cl)c1/C=N/NC(=O)c1ccc(O)cc1	-11.8	0.3	98.3	19.7	1.3	-0.2	2.6	3.4	-9.3	-12.9	1.5
COc1ccccc1N1CC(C(=O)Nc2cccc(C(=O)O)c2)CC1=O (stereo unspecified)	-10.5	0.2	96.2	-5.7	6.4	-1.3	-0.1	-9.6	23.4	6.8	1.4
CCN(CC(=O)Nc1cccc(OC)c1)C(=O)c1ccco1	-1.1	-2.4	98.6	-12.7	10.4	-2.2	0.9	-1.7	6.3	36.8	-2.2
NS(=O)(=O)c1ccc(CCNC(=O)C2CCCCN2S(=O)(=O)c2ccccc2)cc1 (stereo unspecified)	-2.3	3.0	97.9	0.4	12.8	-2.6	3.7	-1.9	5.0	4.7	0.0
Cc1nc([N+](=O)[O-])c(Sc2nc3ccccc3n2C)n1Cc1ccccc1	-4.2	0.1	123.1	-5.5	2.6	-0.5	2.7	3.4	-0.1	1.5	-2.2
O=[N+]([O-])c1ccc(N2CCN(c3ccc(F)cc3)CC2)cc1	-4.3	2.1	97.7	11.0	27.0	-6.0	3.2	0.6	-2.0	0.6	1.5
COc1ccc(S(=O)(=O)NCC2CCCN(Cc3ccc(C)o3)C2)cc1 (stereo unspecified)	-7.0	-0.7	97.9	-1.0	5.2	-1.0	3.3	5.3	-38.2	-0.2	2.6
Cc1cccc(C(=O)Nc2nnc(SCC(=O)NC3CC3)s2)c1	3.7	1.9	105.6	201.3	13.1	-2.5	-2.1	4.2	-11.3	14.3	3.7
O=C(C1CCCO1)N1N=C(c2ccc(Br)cc2)CC1c1ccco1 (stereo unspecified)	-3.2	2.6	100.2	128.2	-0.3	0.1	2.1	1.2	-10.7	-26.9	2.9
CCOc1ccc(N2C(=O)C3C(c4ccc(O)cc4)NC(CCSC)(C(=O)OC)C3C2=O)cc1 (stereo unspecified)	-7.9	1.8	105.0	-5.1	6.3	-1.2	3.2	4.5	-12.1	4.2	3.1
CCN(CC)S(=O)(=O)c1cccc(NC(=O)COC(=O)c2ccc(Br)o2)c1	-12.8	-0.8	103.4	-1.0	0.3	-0.1	2.8	-0.8	7.6	-12.2	-0.7
Cc1cc(NC(=O)COC(=O)CC2CCCC2)c([N+](=O)[O-])cc1C	-14.3	-2.3	102.5	5.1	17.1	-3.2	1.2	0.6	0.2	-13.8	2.6
COc1ccc(OCc2cc(C(=O)N(C)C(C)c3ccon3)no2)c(Cl)c1 (stereo unspecified)	-5.7	0.6	101.2	117.0	3.9	-0.6	0.9	-0.8	-5.4	-12.2	-0.8
CCCCSc1nnc(-c2ccccc2)c2ccccc12	9.4	-1.4	87.3	71.2	-6.5	1.3	4.8	2.0	19.1	-10.8	-2.0
COc1cccc(OC)c1OC(=O)C1CC(=O)N(c2ccc3c(c2)OCCO3)C1 (stereo unspecified)	-3.2	0.2	106.7	24.6	-2.3	0.6	1.0	2.0	22.4	0.8	-1.3
OCC1OC(n2cnc3c(NCc4ccco4)ncnc32)C(O)C1O (stereo unspecified)	0.3	.	108.2	.	3.5	-0.8	1.1	-0.8	3.2	-50.9	.
Cc1ccsc1C(=O)Nc1cc(Cl)ccc1-n1cncn1	-2.3	.	103.4	.	-7.4	1.1	6.4	-3.4	24.6	6.2	.
Cc1ccc(NC(=O)CCC(=O)NCCO)cc1	-8.7	-0.8	100.7	1.5	5.5	-1.0	2.1	-5.2	11.2	-0.9	4.5
CCCCC(=O)Nc1ccc(C)c(O)c1	-11.4	-1.4	.	-8.0	2.3	-0.6	2.6	-3.8	9.1	-34.4	5.3
COc1ccc(C=CC(O)CCN2CCC3CCC(C3)C2)cc1 (stereo unspecified)	9.0	.	91.2	.	13.0	-3.0	2.9	0.6	-2.1	-4.4	.
COCCSc1ccccc1C(=O)N1CCN(c2ccccc2)CC1	-9.5	3.6	99.2	71.6	4.5	-0.8	3.8	-0.7	1.8	-25.6	1.4
O=C(CSc1n[nH]c(-c2ccncc2)n1)Nc1ccc(Cl)c(C(=O)O)c1	1.8	2.1	.	-4.9	-3.1	0.4	1.2	-1.6	4.2	-4.3	1.4
Cn1c(C(=O)O)ccc1S(=O)(=O)N(Cc1ccccc1)Cc1ccccc1	-7.0	0.4	113.1	13.3	9.4	-1.8	4.0	2.5	0.1	3.5	-0.4
O=C(c1cc2c(s1)-c1ccccc1OC2)N1CCc2ccccc2C1	-4.8	3.7	96.5	-15.5	15.7	-3.0	1.1	0.5	-1.3	-23.9	1.8
COC(=O)C1=COC(OC2OC(CO)C(O)C(O)C2O)C2C1C=CC2(O)CO (stereo unspecified)	8.5	2.5	.	-9.3	8.4	-1.7	2.2	-1.3	-16.8	-16.6	7.4
CCCCOc1ccc(-c2ncc(C(=O)OCC)c(N)n2)cc1	-9.7	-1.3	92.2	-6.6	5.5	-1.1	3.0	1.0	-11.0	0.0	-0.8
COc1ccc(CCOC2OC(CO)C(OC(=O)/C=C/c3ccc(O)c(OC)c3)C(O[C@H]3O[C@@H](C)[C@H](O)[C@@H](O)[C@H]3O)C2O)cc1O (stereo partly specified)	9.4	-2.0	100.7	.	-0.5	0.1	0.5	0.3	18.4	-1.1	1.8
Cc1cccc(OCCSc2nc3ncnc(N)c3[nH]2)c1	1.2	0.6	99.2	97.1	-0.3	0.1	7.1	-0.6	1.7	-2.9	2.3
COc1cccc(C2CC(c3c(-c4ccccc4)c4cc(Cl)ccc4[nH]c3=O)=NN2S(C)(=O)=O)c1OC (stereo unspecified)	-2.2	0.1	103.5	-17.4	-13.5	2.8	2.4	6.0	-14.7	-0.7	3.7
Cc1c(NC(=O)C(C)NCC2CCCO2)c(=O)n(-c2ccccc2)n1C (stereo unspecified)	-9.8	0.4	.	2.7	14.3	-3.4	-0.5	-1.7	12.5	12.6	4.8
NC(=O)CC(NC(=O)c1ccccc1)C(=O)O (stereo unspecified)	-8.6	-0.5	101.8	7.1	17.3	-3.4	0.8	3.0	-7.5	0.1	2.0
Nc1cc(S(=O)(=O)N2CCOCC2)ccc1Oc1cccc(Br)c1	-8.9	.	101.8	.	-37.5	7.7	5.8	4.6	0.6	5.6	.
COc1ccc(O[C@@H]2O[C@H](COC(C)=O)[C@@H](OC(C)=O)[C@H](OC(C)=O)[C@H]2NC(C)=O)cc1	12.8	1.2	100.1	68.1	-0.4	0.1	2.5	3.9	1.0	5.8	0.4
CC(C)NC(=O)N(C)C[C@H]1Oc2c(NC(=O)Nc3ccc4c(c3)OCO4)cccc2C(=O)N([C@H](C)CO)C[C@@H]1C	-2.8	-2.1	93.3	.	3.4	-0.7	-1.5	4.2	-15.4	23.3	3.4
Cc1ccc(-n2cccc2C(=O)NS(=O)(=O)c2ccc(C)cc2)cc1	-6.3	1.2	104.2	-18.9	6.9	-1.3	2.5	5.2	-14.2	13.4	2.0
Cc1nc(S(=O)(=O)Cc2ccc(Cl)cc2)nc2c1CCC2	7.0	1.0	101.8	332.6	15.1	-3.0	1.3	-1.0	2.7	1.1	4.9
Cc1c2cnn(-c3ccccc3)c(=O)c2c(C)n1CCCC(=O)N1CCN(c2ncccn2)CC1	1.3	.	94.9	.	7.0	-1.2	1.0	3.1	-7.9	33.7	.
CCOC(=O)C1(CCCc2ccccc2)CCN(C(=O)CCC2=NNC(=O)CC2)CC1	-3.0	0.6	106.1	-3.3	7.9	-1.1	2.9	0.1	16.3	-4.6	-0.2
Nc1nc(Nc2ccccc2F)nc(NCc2ccco2)c1[N+](=O)[O-]	-14.4	-1.3	108.1	303.6*	-2.7	0.5	0.3	9.4	7.3	-20.0	0.2
Cc1cc2nc(-c3ccc4c(c3)CCC4)ccn2n1	-0.3	-0.6	90.5	.	-0.6	0.1	-0.9	2.9	-8.0	-14.7	0.3
CCc1c(C)[nH]c(=S)c(C#N)c1C	-5.0	-1.9	88.5	-22.4	2.6	-0.5	-0.3	-1.9	8.9	-1.1	-1.6
C/C(N)=C(/C#N)C(=O)CSc1nc2cc(Cl)ccc2c(=O)n1Cc1ccco1	-8.7	0.9	119.9	13.3	4.9	-0.9	-3.1	-2.8	-4.1	.	1.2
Cc1coc2c1c(C)cc1oc(=O)c(CC(=O)NCC(=O)NCC(=O)O)c(C)c12	-1.4	.	95.0	-5.8	3.3	-0.7	0.7	1.6	-5.5	8.6	.
CCOc1ccc2nc(-c3ccccc3)nc(SCC(=O)OC)c2c1	1.1	0.7	95.7	-6.0	9.1	-1.8	2.9	-2.4	4.2	-31.4	1.7
COc1ccccc1-c1nnc2sc(COc3ccc(Cl)cc3)nn12	3.9	2.8	102.8	-10.9	3.0	-0.5	3.2	0.3	4.0	-5.0	2.9
O=C(NCCCc1ccccc1)c1ccncc1	-9.7	-0.3	.	-5.2	-0.4	0.1	2.6	-2.3	-6.8	.	2.5
COc1ccccc1Cn1c(=S)[nH]c2ccc(Br)cc2c1=O	-7.8	-2.9	101.8	4.1	6.8	-1.5	0.7	0.1	-0.6	-19.2	-1.3
C=CCN(c1ccccc1)S(=O)(=O)c1cccc(C(=O)Nc2ncccc2O)c1	-10.4	0.6	102.4	0.6	33.0	-6.8	.	2.9	-13.9	-23.0	1.2
COc1ccc(Nc2ccccc2N)cc1	7.8	-1.4	109.2	-3.4	-45.6	8.7	0.9	2.7	-7.4	-11.4	-1.9
O=C(CCSc1nc(-c2ccco2)cc(C(F)(F)F)n1)N1CCN(c2ccccc2)CC1	-19.8	-1.2	112.5	-8.9	-9.7	2.3	1.3	3.0	-7.8	4.8	-1.0
Cc1occc1C(=O)N1CCCC(CO)(Cc2ccc(F)cc2F)C1 (stereo unspecified)	-1.2	-2.0	104.7	-7.0	-1.8	0.3	0.6	4.0	2.7	1.3	1.3

Among those listed so far, 2 contain two or more sulfur atoms.
structure	PKA-R1A activ	Ecoli viability	Pemphigus Ab inh	SUMO Mot1 rescue	OPRM1-OPRD1 inv	MOR-DOR ag	phage Ecoli inh	HTR5A ag	HTR5A inv ag	PfHsp90 yeast 2	AddAB inh
NS(=O)(=O)c1ccc(CCNC(=O)C2CCCCN2S(=O)(=O)c2ccccc2)cc1 (stereo unspecified)	-2.3	3.0	97.9	0.4	12.8	-2.6	3.7	-1.9	5.0	4.7	0.0
Cc1cccc(C(=O)Nc2nnc(SCC(=O)NC3CC3)s2)c1	3.7	1.9	105.6	201.3	13.1	-2.5	-2.1	4.2	-11.3	14.3	3.7
